Assay outcomes (PubChem)
Pol iota inh: qHTS for Inhibitors of Polymerase Iota. DNA polymerase iota (Homo sapiens), Q9UNA4. Pol iota fluorescent replication assay, 10 min. Potency, µM (highest dose often 115 µM), for the others: at the highest dose activity, negative = inhibition, usual class: inhibitors. 390,000 tested, 1% active
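Pol iota at 10 nM preincubated 15 min with compounds at room temperature; reaction started with fluorescent substrate, 50 nM final. Fluorescence read kinetically at 0 and 10 min; buffer-only wells as negative control.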
Anesthetic bind: qHTS Assay for Identification of Novel General Anesthetics. apoferritin/1-aminoanthracene competitive binding, fluorescence. Ferritin light chain (Equus caballus), P02791. AID 485281, 2010. 350,000 tested, 0.074% active. Potency, µM (series often up to 77.5 µM), without a hit: at the top dose activity change, negative = displacement, usual class: inhibitors; note: % is set by controls: 0 for no effect and ±100 for the full control effect; nearly all actives have a fitted effect of over 20% in size
Target sequence (P02791 2-175 limits assumed): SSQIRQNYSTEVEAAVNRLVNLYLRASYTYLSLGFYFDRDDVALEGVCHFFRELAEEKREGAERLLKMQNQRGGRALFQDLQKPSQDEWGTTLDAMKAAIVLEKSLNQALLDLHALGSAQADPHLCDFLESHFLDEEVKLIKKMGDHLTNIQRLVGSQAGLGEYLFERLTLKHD
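Horse-spleen apoferritin (10 uM) was mixed with 50% saturated 1-aminoanthracene in PBS, exposed to compounds for 10 min at room temperature, and read for fluorescence (ex 380 nm, em 535 nm). Competitive displacement was fitted with a four-parameter Hill equation.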
G9a block: qHTS Assay for Inhibitors of Histone Lysine Methyltransferase G9a; G9a H3K9 monomethylation, AlphaScreen, 2 h; 350,000 tested, 8.8% active; Potency, µM (titrated, usually from 102 µM), inactives show at the highest dose activity, negative = inhibition, most hits filed as inhibitors; Histone-lysine N-methyltransferase EHMT2 (Homo sapiens), Q96KQ7; AID 504332, 2011; note: % is set by controls: 0 for no effect and ±100 for the full control effect; nearly all actives have a fitted effect of over 75% in size
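Using a bead-based AlphaScreen, monomethylated H3K9 product from 2 h room-temperature reactions (G9a 20 nM, peptide 500 nM, SAM 20 uM) was detected with 0.5 ug/mL rabbit anti-H3K9me1 antibody.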
APE1 inh: qHTS Assay for Inhibitors of the Human Apurinic/apyrimidinic Endonuclease 1 (APE1); DNA repair nuclease/redox regulator APEX1 (Homo sapiens), P27695; recombinant APE1, TAMRA/BHQ-2 abasic DNA cleavage fluorescence; Potency, µM (doses to about 65.8 µM), without a hit: top-dose activity change, negative = inhibition, usual class: inhibitors; 350,000 tested, 0.35% active;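 note: plate controls were vehicle for no effect and reference inhibitor for full effect; nearly all actives have a fitted effect of over 55% in size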
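APE1 at 0.75 nM preincubated 15 min at room temperature with compound. Reaction then started with 50 nM double-stranded THF-abasic substrate labelled with TAMRA/BHQ-2, and 525/598 nm fluorescence read kinetically. Activity taken as third-minus-first read difference, normalized to DMSO and NSC13755 controls.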
Pol beta inh: qHTS Assay for Inhibitors of DNA Polymerase Beta; P06746; Pol beta primer extension/strand displacement, fluorescence kinetic; Potency, µM (series often up to 114 µM), for inactives: top-dose activity change, negative = inhibition, hits mostly inhibitors; 340,000 tested, 1.3% active; AID 485314, 2010; note: % is set by controls: 0 for no effect and ±100 for the full control effect
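Human Pol beta at 10 nM; strand-displacement substrate 50 nM final. Compound exposure 15 min at room temperature before start, reaction 10 min at room temperature.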
POLH inh: qHTS for Inhibitors of Polymerase Eta | DNA polymerase eta (Homo sapiens), Q9Y253 | recombinant Pol eta, fluorescent DNA replication assay | Potency, µM (titrated, usually from 114 µM), for inactives: at the highest dose activity change, negative = inhibition, hits mostly inhibitors | 390,000 tested, 1.2% active; note: % is set by controls: 0 for no effect and ±100 for the full control effect
Target sequence (Q9Y253 whole entry, looked up): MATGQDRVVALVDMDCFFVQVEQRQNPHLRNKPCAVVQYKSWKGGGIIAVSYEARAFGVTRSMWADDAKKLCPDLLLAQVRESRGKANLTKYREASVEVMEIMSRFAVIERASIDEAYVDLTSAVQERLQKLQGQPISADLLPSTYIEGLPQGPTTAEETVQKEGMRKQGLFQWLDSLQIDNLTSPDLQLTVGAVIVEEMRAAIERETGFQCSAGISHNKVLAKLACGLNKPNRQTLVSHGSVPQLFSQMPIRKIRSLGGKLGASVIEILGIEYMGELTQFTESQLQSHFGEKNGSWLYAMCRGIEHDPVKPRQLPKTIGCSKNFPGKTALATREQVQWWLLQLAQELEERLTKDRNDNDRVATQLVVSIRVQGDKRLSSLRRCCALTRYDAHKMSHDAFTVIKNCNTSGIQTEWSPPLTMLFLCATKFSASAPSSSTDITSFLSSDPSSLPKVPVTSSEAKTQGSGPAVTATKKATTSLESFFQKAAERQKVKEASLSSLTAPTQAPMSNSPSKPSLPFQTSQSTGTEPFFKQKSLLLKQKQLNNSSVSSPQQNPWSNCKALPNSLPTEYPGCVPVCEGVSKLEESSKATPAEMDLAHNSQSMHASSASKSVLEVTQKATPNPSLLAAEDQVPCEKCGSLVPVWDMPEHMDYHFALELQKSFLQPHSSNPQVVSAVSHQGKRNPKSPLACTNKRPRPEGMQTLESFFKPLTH
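Pol eta at 10 nM preincubated with compounds 15 min at room temperature; reaction started with fluorescent substrate (50 nM final) and read kinetically at 0 and 10 min.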
BAZ2B inh: qHTS Assay for Inhibitors of BAZ2B. AlphaScreen BAZ2B-H3K14Ac peptide displacement. Bromodomain adjacent to zinc finger domain protein 2B (Homo sapiens), Q9UIF8. Potency, µM (top dose mostly 114 µM), without a hit: at the top dose activity change, negative = inhibition, hits mostly inhibitors. 360,000 tested, 4.4% active. AID 504333, 2011; note: % is set by controls: 0 for no effect and ±100 for the full control effect; nearly all actives have a fitted effect of over 60% in size
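AlphaScreen luminescence quantifies BAZ2B engagement of H3K14Ac peptide; the protein and biotinylated peptide are both at 50 nM final, buffer PBS pH 7.4 with 0.01% Tween-20, all steps at room temperature.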
BLM helicase inh: qHTS Assay for Inhibitors of Bloom's syndrome helicase (BLM); RecQ-like DNA helicase BLM (Homo sapiens), P54132; recombinant BLM DNA unwinding, fluorescence dequenching; Potency, µM (top dose mostly 56.1 µM), without a hit: at the highest dose activity change, negative = inhibition, usual class: inhibitors; 350,000 tested, 0.2% active; AID 2528, 2010;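 note: plate controls were vehicle for no effect and no enzyme for full effect; nearly all actives have a fitted effect of over 35% in size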
POLK inh: qHTS for Inhibitors of Polymerase Kappa. DNA polymerase kappa (Homo sapiens), Q9UBT6. 400,000 tested, 0.53% active. Potency, µM (highest dose often 107 µM), without a hit: at the highest dose activity, negative = inhibition, usual class: inhibitors. purified Pol kappa, fluorescent DNA synthesis assay, 10 min; note: % is set by controls: 0 for no effect and ±100 for the full control effect
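Enzyme at 10 nM met test compounds for 15 min at room temperature. Substrate addition (50 nM final) began the reaction, which was monitored by fluorescence at 0 and 10 min.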
Numbers without * were called inactive; ? = inconclusive; nt = not tested or not shown; [ ] = another dose, or the depositor's remark. Calls come from the whole dose curve; as a rule, active = well fitted curve in the direction sought with a large enough effect; inconclusive = small, poorly fitted or top-dose-only effect, or another doubt; inactive = no such curve, though single readings can be large; an effect the other way counts as inactive or inconclusive. Potency is the fitted concentration of half-maximal effect.

SMILES	Pol iota inh	Anesthetic bind	G9a block	APE1 inh	Pol beta inh	POLH inh	BAZ2B inh	BLM helicase inh	POLK inh
Nc1nc(-c2ccc(Cl)cc2)nnc1-c1ccc(Br)cc1	22%	-6%	nt	-1%	-23%	-2%	-1%	-5%	2%
CCOc1ccc2nc(SCC(=O)N3CCCCCC3)c(C#N)cc2c1	-13%	-2%	-2%[12.7 µM]	-2%	1%	-8%	?	0%	5%
O=C(NC1C2CC3CC(C2)CC1C3)C1CCCCC1 (stereo unspecified)	85%[activator]	-18%	nt	-10%	7%	-10%	5%	0%	-12%
CC(C)CN1CCN=C1Nc1ccccc1	31%[activator]	1%	nt	-5%	14%	-22%	2%	1%	3%
N#C/C(=C\c1ccc(Cl)cc1)C(=O)Nc1cccnc1	10%	-7%	5%	3%	-3%	-5%	-10%	2%	4%
Cc1cccc(C(=O)c2c(N)sc3c2CCC(C)C3)c1 (stereo unspecified)	-6%	-10%	45µM*	0%	4%[57.1 µM]	-19%	1%	-2%	-7%
O=C(N/N=C\c1cc(Cl)ccc1O)c1ccc(S(=O)(=O)N2CCCCC2)cc1	16%	0%	23%[59 µM]	16%	29%	2%	6%	-5%	-3%
O=C(CN1C(=O)C2(SCC(=O)N2c2ccc(F)cc2)c2ccccc21)NC1CCCCC1 (stereo unspecified)	16%	-2%	-10%[59 µM]	nt	1%	-18%	2%[57.1 µM]	-1%	-9%
COc1ccc(-c2nc(SCc3ccc(C#N)cc3)[nH]c(=O)c2C#N)cc1	10%	-8%	-6%[2.33 µM]	17%	3%	?	-19%	-7%	1%
O=C(COc1cccc2cccnc12)Nc1cccc(S(=O)(=O)N2CCCC2)c1	?	nt	43%[12.7 µM]	-7%	nt	?	10%	nt	-28%
CCOC(=O)N1CCN(C(=O)c2cccc(-n3c(=S)[nH]c4cc(Cl)ccc4c3=O)c2)CC1	40%[activator]	-8%	17%[59 µM]	20%	6%	-19%	-7%	-3%	11%
Cc1c(/C=C(\CC(=O)O)c2nc3ccccc3s2)cc(C#N)n1C	47%[activator]	-2%	?	7%	1%	-8%	-35%	-3%	-10%
CN(C)c1ncc2nc(-c3cccc(C#N)c3)c(=O)n(C)c2n1	nt	nt	0%[0.501 µM]	-1%	nt	nt	nt	2%	-4%[60.1 µM]
CC(NS(=O)(=O)OCC(Cl)(Cl)Cl)c1ccc(C(C)(C)C)cc1 (stereo unspecified)	-27%	?	42%[activator]	-10%	-20%	-19%	10%	-15%	-15%
COc1ccc(NC(=O)Nc2cc(C)ccc2OC(F)F)c(OC)c1	-1%	-9%	-6%[12.7 µM]	8%	?	?	-10%	-7%	-18%
Cc1ccc(-n2c(=O)c3ccc(C(=O)NCc4ccco4)cc3n(CC(=O)Nc3ccc(C)c(F)c3)c2=O)cc1	-4%	-19%	6%[59 µM]	nt	20%	-7%	-6%	-5%	-1%
Fc1cccc(-c2c(-c3ccccc3)ncc3cc(F)ccc23)c1	-7%	nt	9%[0.501 µM]	1%	nt	-9%	12%	nt	-2%
CCCC(C(=O)NC1CCCC1)N(Cc1cccs1)C(=O)c1snc(C(N)=O)c1N (stereo unspecified)	-8%[58.9 µM]	?	-53%[12.7 µM]	-1%	-3%	-1%	21%	-6%	2%
COc1ccc(Cn2c(=O)sc3ccccc32)cc1	-6%	-14%	24%[59 µM]	-2%	?	-10%	71%[activator]	-10%	-19%
Cc1cc(=O)[nH]c(SCc2cccc(F)c2)n1	-3%	?	6%[59 µM]	1%	21%	-9%	10%	0%	3%
COc1ccc(-c2cc(C)no2)cc1S(=O)(=O)N1CCN(C(=O)c2ccco2)CC1	?	-1%	nt	1%	0%	-8%	-35%	0%	-34%
COc1ccccc1C(=O)n1nc(-c2ccccc2)nc1NCc1ccco1	-12%[58.9 µM]	0%	-14%[12.7 µM]	-5%	-19%	-20%	-7%	-6%	-4%
CCOC(=O)c1cnc2ccc(C(=O)OC)cc2c1NCCCN1CCOCC1	82%[activator]	-7%	nt	3%	43%	16%	2%	14%	-4%
CCOc1ccc(N(CC(=O)Nc2ccc(C)cc2C)S(C)(=O)=O)cc1	0%	-7%	nt	-8%	11%	-5%	1%	-7%	-14%
O=C(c1ccccc1C(=O)N1CCN(c2ccccc2F)CC1)N1CCN(c2ccccc2F)CC1	-15%	-6%	10%[12.7 µM]	-4%	7%	-10%	-5%	-2%	6%

For convenience, 14 of the compounds above.
SMILES	Pol iota inh	Anesthetic bind	G9a block	APE1 inh	Pol beta inh	POLH inh	BAZ2B inh	BLM helicase inh	POLK inh
COc1ccc(-c2nc(SCc3ccc(C#N)cc3)[nH]c(=O)c2C#N)cc1	10%	-8%	-6%[2.33 µM]	17%	3%	?	-19%	-7%	1%
O=C(COc1cccc2cccnc12)Nc1cccc(S(=O)(=O)N2CCCC2)c1	?	nt	43%[12.7 µM]	-7%	nt	?	10%	nt	-28%
CCOC(=O)N1CCN(C(=O)c2cccc(-n3c(=S)[nH]c4cc(Cl)ccc4c3=O)c2)CC1	40%[activator]	-8%	17%[59 µM]	20%	6%	-19%	-7%	-3%	11%
Cc1c(/C=C(\CC(=O)O)c2nc3ccccc3s2)cc(C#N)n1C	47%[activator]	-2%	?	7%	1%	-8%	-35%	-3%	-10%
CN(C)c1ncc2nc(-c3cccc(C#N)c3)c(=O)n(C)c2n1	nt	nt	0%[0.501 µM]	-1%	nt	nt	nt	2%	-4%[60.1 µM]
CC(NS(=O)(=O)OCC(Cl)(Cl)Cl)c1ccc(C(C)(C)C)cc1 (stereo unspecified)	-27%	?	42%[activator]	-10%	-20%	-19%	10%	-15%	-15%
COc1ccc(NC(=O)Nc2cc(C)ccc2OC(F)F)c(OC)c1	-1%	-9%	-6%[12.7 µM]	8%	?	?	-10%	-7%	-18%
Cc1ccc(-n2c(=O)c3ccc(C(=O)NCc4ccco4)cc3n(CC(=O)Nc3ccc(C)c(F)c3)c2=O)cc1	-4%	-19%	6%[59 µM]	nt	20%	-7%	-6%	-5%	-1%
Fc1cccc(-c2c(-c3ccccc3)ncc3cc(F)ccc23)c1	-7%	nt	9%[0.501 µM]	1%	nt	-9%	12%	nt	-2%
CCCC(C(=O)NC1CCCC1)N(Cc1cccs1)C(=O)c1snc(C(N)=O)c1N (stereo unspecified)	-8%[58.9 µM]	?	-53%[12.7 µM]	-1%	-3%	-1%	21%	-6%	2%
COc1ccc(Cn2c(=O)sc3ccccc32)cc1	-6%	-14%	24%[59 µM]	-2%	?	-10%	71%[activator]	-10%	-19%
Cc1cc(=O)[nH]c(SCc2cccc(F)c2)n1	-3%	?	6%[59 µM]	1%	21%	-9%	10%	0%	3%
COc1ccc(-c2cc(C)no2)cc1S(=O)(=O)N1CCN(C(=O)c2ccco2)CC1	?	-1%	nt	1%	0%	-8%	-35%	0%	-34%
COc1ccccc1C(=O)n1nc(-c2ccccc2)nc1NCc1ccco1	-12%[58.9 µM]	0%	-14%[12.7 µM]	-5%	-19%	-20%	-7%	-6%	-4%

One compound at a time, from the list above. Order of screens: Pol iota inh | Anesthetic bind | G9a block | APE1 inh | Pol beta inh | POLH inh | BAZ2B inh | BLM helicase inh | POLK inh
`COc1ccccc1C(=O)n1nc(-c2ccccc2)nc1NCc1ccco1` reads -12%[58.9 µM] | 0% | -14%[12.7 µM] | -5% | -19% | -20% | -7% | -6% | -4%
`CC(NS(=O)(=O)OCC(Cl)(Cl)Cl)c1ccc(C(C)(C)C)cc1` (stereo unspecified) reads -27% | ? | 42%[activator] | -10% | -20% | -19% | 10% | -15% | -15%

An excerpt; rates above refer to the full screens.
